UBC13 polyUb: blocks human UBC13 polyubiquitin chain formation | P61088 | TR-FRET | inhibition, % at 20 µM | hit rate 0.47% among 330,000 | AID 485273; in the data active = inhibition above about 45%, passing the limit was not always enough
Target sequence (P61088 whole entry, looked up): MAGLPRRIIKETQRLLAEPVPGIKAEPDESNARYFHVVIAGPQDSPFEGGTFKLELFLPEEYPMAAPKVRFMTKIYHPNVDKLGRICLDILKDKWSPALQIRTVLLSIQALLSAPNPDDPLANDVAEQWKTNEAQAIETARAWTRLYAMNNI
PfGluPho inh: PfG6PD (Plasmodium falciparum) enzyme inhibition; inhibition, % at 20 µM; PfGluPho enzyme, NADPH resazurin-diaphorase fluorescence; AID 504690; hit rate 0.78% among 350,000;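 active = inhibition reaching at least a set limit at 20 µM in the primary screen, cut at about 59% in these data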;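 note: 0% = DMSO wells with substrate and 100% = DMSO wells lacking glucose-6-phosphate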
SENP8 block-1: blocks the human protease SENP8 | Q96LD8 | hit rate 1.2% among 330,000 | purified SENP8, Z-RLRGG-aminoluciferin cleavage, luminescence | inhibition, % at 10 µM | AID 2540; in the data active = inhibition above about 50%
Target sequence (Q96LD8 whole entry, looked up): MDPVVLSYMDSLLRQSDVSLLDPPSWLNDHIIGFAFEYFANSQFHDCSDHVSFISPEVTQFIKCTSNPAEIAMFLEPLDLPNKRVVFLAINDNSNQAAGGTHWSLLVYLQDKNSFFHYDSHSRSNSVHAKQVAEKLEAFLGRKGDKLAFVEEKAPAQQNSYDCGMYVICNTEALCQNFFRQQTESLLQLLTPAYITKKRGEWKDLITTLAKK
beta cell repl: inducers of beta-cell replication in MIN6 cells | MIN6 cells proliferation, ATPlite luminescence, 48 h; cells starved in 0.2% serum; 100% = growth in 10% serum | proliferation, % at 10 µM | hit rate 0.29% among 330,000 | AID 2380;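 active = compounds whose signal lies at least 3.5 SD above the mean of all wells on their plate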;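 note: 0% = DMSO-treated cells in low-serum medium and 100% = 10% serum control; some compounds called inactive have numbers as strong as hits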
SENP7 inh: blocks the human protease SENP7; inhibition, % at 5 µM; hit rate 1.5% among 330,000; recombinant SENP7, Z-RLRGG-aminoluciferin luminescence, 40 min; Q9BQF6;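 active = inhibition above about 50% at the single test dose, limit read from the data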;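 note: plate controls were DMSO with enzyme for no effect and no enzyme buffer wells for full effect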
HKDC1 inhibitor: inhibitors of human hexokinase HKDC1 | Q2TB90 | recombinant HKDC1, G6PDH/diaphorase resazurin coupled fluorescence | inhibition, % at 20 µM | hit rate 0.16% among 340,000 | AID 493160;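 active = inhibition above about 35% when tested at 20 µM, limit read from the data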;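 note: plate controls were DMSO wells with enzyme for no effect and DMSO wells lacking enzyme for full effect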
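test system = in-house recombinant HK5 (HKDC1) enzyme | amount = HKDC1 at 5 µg/mL | control set = DMSO-enzyme wells negative, buffer-substituted wells positive | compound = one dose of 20 µM, 1% DMSO | schedule = reaction time 90 min, room temperature, protected from light | technique = resorufin fluorescence at 613 nm | reagent = glucose with 1 mM ATP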
SENP6 inh: SENP6 protease inhibition; Q9GZR1; Recombinant SENP6 catalytic domain, aminoluciferin luminescence; inhibition, % at 10 µM; hit rate 1.8% among 330,000; AID 2599;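 active = inhibition above about 50% at the single tested dose, limit read from the data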;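 note: plate controls were DMSO wells with enzyme for no effect and DMSO wells lacking enzyme for full effect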
Target sequence (Q9GZR1 628-1112 limits assumed): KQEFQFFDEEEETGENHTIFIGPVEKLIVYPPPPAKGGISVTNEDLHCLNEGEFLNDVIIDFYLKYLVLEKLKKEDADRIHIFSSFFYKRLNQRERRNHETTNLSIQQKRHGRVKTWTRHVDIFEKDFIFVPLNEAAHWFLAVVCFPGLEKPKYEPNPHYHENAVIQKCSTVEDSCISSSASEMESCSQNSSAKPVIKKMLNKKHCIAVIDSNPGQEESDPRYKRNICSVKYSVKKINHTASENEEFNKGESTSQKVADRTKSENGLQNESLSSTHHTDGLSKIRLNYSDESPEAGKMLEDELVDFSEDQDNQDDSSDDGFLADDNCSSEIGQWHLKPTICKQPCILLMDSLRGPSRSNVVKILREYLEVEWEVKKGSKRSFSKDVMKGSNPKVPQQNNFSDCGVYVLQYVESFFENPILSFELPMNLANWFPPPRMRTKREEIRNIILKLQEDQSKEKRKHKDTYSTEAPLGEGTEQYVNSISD
SENP1 inh: blocks the human SENP1 SUMO protease catalytic domain | Q9P0U3 | recombinant SENP1 catalytic domain, CyPet-SUMO1-YPet FRET cleavage | inhibition, % at 10 µM | hit rate 0.21% among 360,000 | AID 624204;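 active = inhibition at least 30% at 10 µM, raw YFP signal under a set limit, fluorescence ratio 0.5 to 1.5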;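 note: 0% = enzyme with DMSO and 100% = no enzyme wells; some results filed as inactive read as strong as hits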
Target sequence (Q9P0U3 419-644 limits assumed): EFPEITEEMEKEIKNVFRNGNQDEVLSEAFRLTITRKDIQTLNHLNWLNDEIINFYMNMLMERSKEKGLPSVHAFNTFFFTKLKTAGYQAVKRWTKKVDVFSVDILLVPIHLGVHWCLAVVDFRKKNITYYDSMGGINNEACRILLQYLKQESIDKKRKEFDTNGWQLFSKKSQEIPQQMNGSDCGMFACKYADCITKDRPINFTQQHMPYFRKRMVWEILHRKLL
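Material: hSENP1 catalytic domain, recombinant; medium: Tris pH 8 with BME, BSA, NP40 and catalase; compound: single concentration of 10 µM compound, 0.5% DMSO final; technique: FRET read of cyan and yellow fluorescence; timing: 50 min enzyme reaction, room temperature, light-protected; reagent: SFCypet-SUMO1-SFYpet substrate at 25 nM; control set: no-enzyme low, enzyme-DMSO high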
SENP8 block-2: SENP8 (human) protease inhibition; recombinant SENP8, Nedd8 substrate fluorescence; inhibition, % at 20 µM; hit rate 0.64% among 360,000; AID 602440; in the data active = inhibition mostly above about 40%, no sharp cut-off; inactive = mostly below about 27%
An asterisk follows results filed as active; x = no result given; & = joins results of further samples.

SMILES	UBC13 polyUb	PfGluPho inh	SENP8 block-1	beta cell repl	SENP7 inh	HKDC1 inhibitor	SENP6 inh	SENP1 inh	SENP8 block-2
O=C(Cc1c(Cl)cccc1Cl)Nc1cccc(S(=O)(=O)N2CCOCC2)c1	7	20	-4	-3	0	-2	-1	1	20
CCNc1nc2c(c(=O)[nH]c(=O)n2C)n1CCCc1ccccc1	6	0	-5	0	1	2	-25	1	10
Cc1ccc(S(=O)(=O)N2CCN(CC(=O)NC(=O)NCc3ccco3)CC2)cc1C	-17	30	-9	-2	1	-4	-1	0	13
Cc1ccc(N(CC(=O)NC2CCCCC2)C(=O)CNC(=O)c2cccs2)cc1	7	-4	12	0	-2	2	2	2	18
COC(=O)c1ccc(NC(=O)CCN2C(=O)C3CC=CCC3C2=O)cc1 (stereo not drawn)	-7	-11	-13	-1	-2	-1	-4	0	3
COc1cccc(C(=O)NNS(=O)(=O)c2ccc(C)cc2)c1	6	-9	-7	-3	-3	-5	-21	2	3
CCOC(=O)C1=NN(N=O)C2(CC(=O)N(c3cc(C)cc(C)c3)C2=O)C1 (stereo not drawn)	-8	-4	-5	-1	6	-1	9	-1	-9
CCN[C@H]1CN(CCCOC)S(=O)(=O)c2sc(S(N)(=O)=O)cc21	0	-8	0	-2	5	-2	-10	0	3
CCn1ncc(Br)c1C(=O)Nc1cc(C)on1	4	2	0	0	-16	1	0	1	-5
CNc1nc(C)nc(-n2nc(C)cc2C)n1	-3	-4	-4	0	10	-4	10	3	25
CC(C)C[C@H]1COCCS(=O)(=O)N1Cc1ccc(Cl)c(Cl)c1	21	5	4	-8	-9	0	-5	2	6
CC(C)Oc1ccc(CNC(=O)c2ccc3c(c2)N(C)CCS3)cc1	24	44	2	-2	-10	-2	4	-8	-440
Cc1cc(C)nc(N/C(=N\S(=O)(=O)Cc2ccccc2)Nc2ccccc2Br)n1	9	13	-5	0	-8	-11	-21	5	24
C=CCNc1sc(C(=O)c2cccs2)c(N)c1C#N	-32	0	-4	-2	-2	-2	-19	-5	14
NC(=O)CC(NC(=O)Cc1cccc2ccccc12)c1ccc(NCCN2CCCCC2)c([N+](=O)[O-])c1 (stereo not drawn)	-23	-1	5	-1	9	-5	-4	0	16
O=C(c1ccc2oc(Cc3ccc(Cl)cc3)nc2c1)N1CC[C@H](O)C1	-10	-7	1	-5	3	0	3	0	9
CC(=O)c1c(NCCc2ccccc2)nc(=S)n(-c2ccccc2)c1C	1	-22	5	0	-2	-4	5	-1	17
Cc1oc2cc3oc(=O)c(CC(=O)N[C@@H](C)C(=O)NC(Cc4ccc(Cl)cc4)C(=O)O)c(C)c3cc2c1C (stereo partly drawn)	-1	-23	4	-1	3	5	-6	-40	-12
CCOC(=O)C1=C(C)NC(C)=C(C(=O)OCC)C1C(=O)OCC(=O)N(C)Cc1ccccc1	7	3	4	1	-11	-6	-1	-2	-390
Nc1ccccc1SCCS(=O)(=O)c1ccc(Cl)cc1	-6	8	-4	-4	-3	0	-19	1	16
c1csc(-c2nnsc2-c2nc3ccccc3[nH]2)c1	-17	19	8	-2	6	-14	27	-1	-36
O=C(CSc1nnc(CNC(=O)c2ccco2)o1)Nc1ccccc1	-10	3	-5	-3	-7	-8	-7	1	9
Cc1cc(C)c2sc(N(CCN(C)C)C(=O)CCS(=O)(=O)c3ccccc3)nc2c1	-1	4	0	-5	5	8	13	-8	5
CCOC(=O)C1(C)C=C(Nc2ccc(O)cc2)C(=O)N1c1ccc(O)cc1 (stereo not drawn)	-1	15	-2	-7	13	-1	4	10	61*
CC(=O)N(CC(C)(C)CC=C(C)C)c1ccccc1	-3	x	6	-4	-3	x	1	x	x
COc1ccccc1C(=O)N/N=C/c1ccc(Cl)s1	4	-9	-6	-1	-6	-10	0	2	6
COc1ccc(-c2cc(C(=O)Nc3c(C)nn(Cc4ccc(Cl)cc4)c3C)no2)cc1	-9	-6	-5	-3	-3	-4	0	2	15
Cc1cc(C)c(C(=O)CSc2nnc(N)s2)c(C)c1	11	-3	1	2	5	-8	-14	0	8
Cc1ccccc1N1CCN(c2ncnc3scc(-c4cccs4)c23)CC1	-4	4	1	-6	4	3	-6	1	20
COc1ccc(S(=O)(=O)N(CC(=O)NCc2ccco2)c2ccccc2)cc1OC	5	-7	3	-2	-2	-2	-6	2	3
N#Cc1ccc(C(=O)Nc2nnc(-c3ccco3)o2)cc1	9	0	-3	1	27	-5	-9	-1	0
Cc1onc(-c2c(F)cccc2Cl)c1C(=O)N1CCCc2ccccc21	2	22	2	-4	2	-7	16	3	3
O=C(/C=C/c1cccc(Cl)c1)N1CCC(Cc2ccccc2)CC1	-1	4	17	-5	11	3	31	1	14
O=C1NN(c2ccc(Br)cc2)C(=O)/C1=C\c1ccc(O)cc1O	-49	-20	24	-2	-15	5	45	-100	-1
CCCNC(=O)/C=C/c1ccc(S(=O)(=O)Nc2ccccc2OC)cc1	2	0	-2	-2	-2	1	5	0	7
Cc1ccc(NC(=O)CN2C(=O)NC(C)(CC(C)C)C2=O)cc1F (stereo not drawn)	-11	7	-9	1	-12	-6	-5	2	0
COc1ccc(-n2cc(-c3ccc(Cl)cc3)[nH]c2=S)cc1	3	-14	1	-4	13	-10	23	4	-272
COc1ccc(C)cc1N(C(=O)c1ccccc1)c1nc2ccccc2s1	8	24	-1	-4	4	-2	-2	2	-6
CC(=O)c1c(C)[nH]c(C(=O)CSc2nnc(-c3cccs3)n2Cc2ccccc2)c1C	11	15	0	3	-6	-2	-11	1	3
COC(=O)c1ccc(/C=N/NC(=O)CC(=O)NC2CCCCC2)cc1	-8	-13	-11	-3	-3	-1	-9	1	15
O=C(N/N=C/c1ccc(Cl)c([N+](=O)[O-])c1)C1CC1	4	28	-8	-2	3	-7	-11	2	10
Cc1cccc(C)c1NC(=O)C(NC=O)c1ccc(Cl)cc1 (stereo not drawn)	0	16	4	0	1	-5	1	2	16
C=CCC(O)(CCN1CCCCC1)c1ccccc1 (stereo not drawn)	3	-12	-5	1	3	-5	-1	2	12
Cc1ccc(-c2nc(SCC(=O)Nc3cc(S(=O)(=O)N4CCCCC4)ccc3Cl)n[nH]2)cc1	-2	-27	-2	0	-2	0	-4	-1	13
Nc1cc(OCc2ccccc2)ccc1OCc1ccccc1	x	41	x	x	x	8	x	1	5
O=C(O)c1ccc(COc2ccc(Cl)cc2)o1	6	-23	80*	1	82*	-7	79*	-1	16
Cc1ccc(NC(=O)C(=O)NCc2ccco2)c(C)c1	-7	-7	-12	0	-19	-5	-11	4	10
CCOC(=O)C1=CN(Cc2ccco2)S(=O)(=O)N(C)C1c1ccc(C(F)(F)F)cc1 (stereo not drawn)	x	34	x	x	-6	17	x	-1	-3
COc1ccc(NC(=O)c2cnc(NS(=O)(=O)c3ccccc3)nc2)cc1	6	5	10	0	-6	3	14	1	9
CCOC(=O)c1nn(-c2ccccc2)c(C#N)c1NC(=O)c1nn(CC)cc1Br	17	9	8	-3	4	-1	-18	-2	-27
CN1CCC2(CC1)NC(=O)NC2=O	-13	-9	-12	2	-7	-3	-13	0	12
COc1ccc(NC(=O)C2CCCN(S(=O)(=O)c3ccccc3)C2)c(OC)c1 (stereo not drawn)	6	11	8	1	0	0	-2	-2	-2
O=S(=O)(c1ccc(F)cc1)N1CCN(c2ccccc2)CC1	-13	7	-8	-1	-11	-3	2	1	12
CC1CCC2C(=O)N(c3ccccc3OC(=O)c3ccccc3)C(=O)C2C1 (stereo not drawn)	7	-3	3	-2	2	-7	6	3	18
O=C(COn1nnc2ccc(C(F)(F)F)cc21)Nc1nnc(-c2ccccc2)o1	-14	-5	-4	-4	-2	-1	-7	2	16
COc1ccc(C(=O)NCC(O)COc2ccc(C(C)(C)C)cc2)cc1[N+](=O)[O-] (stereo not drawn)	4	x	-9	-2	1	x	-1	x	x
CC(=O)Nc1ccc(NC(=O)C(C)OC(=O)C(C)SCC(=O)Nc2ccc(F)cc2)cc1 (stereo not drawn)	1	7	6	4	-6	1	-6	-1	18
O=C(NNC(=O)c1n[nH]c(=O)c2ccccc12)c1ccc(Br)cc1	-6	-25	-8	-3	-4	10	45	-1	15
O=C(NC[C@@H]1CC[C@@H](Cc2ccc(-c3ccccc3)cc2)O1)Nc1ccc(Br)cc1	x	17	x	x	1	10	x	-1	0
COc1ccc(OC)c(C2C(C(=O)c3ccco3)=C(O)C(=O)N2CCN2CCOCC2)c1 (stereo not drawn)	-3	x	-1	2	0	x	1	-4	-17

Single records (already shown). Order of values: UBC13 polyUb, PfGluPho inh, SENP8 block-1, beta cell repl, SENP7 inh, HKDC1 inhibitor, SENP6 inh, SENP1 inh, SENP8 block-2
Shown for c1csc(-c2nnsc2-c2nc3ccccc3[nH]2)c1 → -17, 19, 8, -2, 6, -14, 27, -1, -36
Shown for COc1ccc(C)cc1N(C(=O)c1ccccc1)c1nc2ccccc2s1 → 8, 24, -1, -4, 4, -2, -2, 2, -6
Shown for Cc1cccc(C)c1NC(=O)C(NC=O)c1ccc(Cl)cc1 (stereo not drawn) → 0, 16, 4, 0, 1, -5, 1, 2, 16

Next part.
SMILES	UBC13 polyUb	PfGluPho inh	SENP8 block-1	beta cell repl	SENP7 inh	HKDC1 inhibitor	SENP6 inh	SENP1 inh	SENP8 block-2
O=C1CCC(=O)N1OCCCOc1ccccc1	-11	-13	-12	-2	-5	-1	-8	0	10
Cc1sc(NC(=O)CSc2nnc(N)s2)c(C#N)c1C	8	-7	-3	-3	-9	3	2	-2	10
N=c1ccn2c(n1)O[C@H]1[C@H](O)[C@@H](CO)O[C@H]12	-4	-16	11	-5	1	-2	-1	-4	10
Cc1occc1C(=O)Nc1cc(C(F)(F)F)ccc1Cl	5	-4	1	1	10	1	-10	0	17
O=C(Cc1ccccc1[N+](=O)[O-])NC1CCN(Cc2ccccc2)CC1	-1	6	-5	0	-9	-4	10	1	16
CCCn1c(C)cc(/C=C(\C#N)C(=O)OCC(=O)Nc2cccc(OC)c2)c1C	-6	-4	-10	-3	-2	0	4	-13	-58
COc1cccc(C2=NOC(C(=O)Nc3cccnc3)C2)c1 (stereo not drawn)	-13	1	-3	-2	-8	-3	-7	2	16
CCSc1nnc2c3cc(CC)ccc3n(C)c2n1	12	13	1	-1	2	-4	-20	1	-7
O=C(NCc1ccccc1F)c1ccc(S(=O)(=O)Nc2cccc(C(F)(F)F)c2)cc1	-5	-13	3	1	-2	-1	3	-5	10
CC1CN(c2oc(-c3cccs3)nc2C#N)CC(C)O1 (stereo not drawn)	11	-1	-11	-1	-4	-7	-6	0	-499
Cc1cnc(C(=O)Nc2nc(-c3ccccc3)cs2)cn1	-5	-7	-5	0	-1	-9	3	2	3
CCn1c2ccc(F)cc2c2nnc(SCCN3CCOCC3)nc21	-16	28	-4	-3	-2	8	6	-1	11
Cc1ccccc1-n1ccnc1SCC(=O)O	11	-9	-2	-2	1	-8	-10	-1	12
N#C/C(=N\O)c1nc(-c2ccccc2)cs1	-8&-11	-23&-8	-8&-6	1&0	5&-8	1&-1	-4&7	-5&-3	-124&-22
CCn1c(=O)c(C(=O)CN(C)Cc2cccc(OC)c2OC)c(N)n(Cc2ccccc2)c1=O	-4	-16	-9	-3	-10	3	-26	4	20

Printed as active in SENP8 block-2 (from the list above):
SMILES	UBC13 polyUb	PfGluPho inh	SENP7 inh	HKDC1 inhibitor	SENP6 inh	SENP1 inh	SENP8 block-2
CCOC(=O)C1(C)C=C(Nc2ccc(O)cc2)C(=O)N1c1ccc(O)cc1 (stereo not drawn)	-1	15	13	-1	4	10	61*

Screening data from PubChem BioAssay.
